High-throughput results as filed in PubChem.
RNase H inhibition – RNase H inhibition, HIV 1 Gag Pol polyprotein, FRET biochemical assay, screening (AID 372); HIV-1 RT RNase H, FRET RNA/DNA substrate fluorescence; higher % means a stronger effect; inhibition, % at 10 µM, or IC50 in µM where a hit was titrated; 100,000 tested, 0.77% active; in the data active means inhibition above about 50%
* hit, by the source's call; & = joins results of further samples.

Compound,RNase H inhibition
COc1ccc(-c2csc(/C(C#N)=C\Nc3cc(OC)ccc3OC)n2)cc1,24.0%
OCCCNC(Nc1ccccc1)=C(c1ccccc1)c1ccccc1,5.0%
NC(=O)c1cccc2c1NC(C(=O)O)C1CC=CC21 (stereo not given),22.0%
Cc1cc(OCCOc2cccc(/C=C3\SC(N)=NC3=O)c2)ccc1Cl,16.0%
COc1ccc2oc(=O)c(C(=O)O)cc2c1,0.0%
COc1ccc(C2/C(=C(/O)c3ccccc3)C(=O)C(=O)N2c2ccccc2C)cc1OC (stereo not given),12.0%
Cc1ccn2c(-c3csc(Nc4cccc(C(=O)O)c4)n3)c(C)nc2c1,0.0%
O=C1NN(c2ccc(Br)cc2)C(=O)/C1=C\c1ccc(Cl)cc1Cl,2.0%
CC(C)c1ccc(N2C(=O)NC(=O)/C(=C/c3ccc(O)cc3)C2=O)cc1,4.0%
COc1cc(C=C2C(=O)NC(=S)NC2=O)cc(I)c1OC,12.0%
O=C(Nc1ccc(OCc2ccccc2)cc1)c1ccccc1Cl,16.0%
O=C(Nc1cccc(Cl)c1Cl)c1ccccc1,10.0%
O=C1N=c2ccccc2=C1c1sc(=S)n(NC(=O)c2cccc([N+](=O)[O-])c2)c1O,4.0%
COC(=O)CSc1nnc(-c2ccccc2)n1-c1ccc(Cl)cc1,2.0%
CC1=NN(c2ccc(Br)cc2)C(=O)C1=Cc1c(O)n(-c2ccccc2)c(=S)n(-c2ccccc2)c1=O,16.0%
CCCCOc1ccc(/C=C2/NC(=S)NC2=O)cc1OC,20.0%
CCCN1CCC(=NNC(=O)c2c[nH]c3ccccc23)CC1,8.0%
CCOc1ccc(C2C(C(C)=O)=C(O)C(=O)N2CC2CCCO2)cc1 (stereo not given),0.0%
CCOc1cc(C=NNC(=S)NC2CCCCC2)ccc1O,8.0%
Cc1cccc(OCCOc2cccc(/C=N/n3cnnc3)c2)c1,21.0%
CCOC(=O)C1=C(C)NC(C)=C(C(=O)OCC)C1c1cccs1,11.0%
CS(=O)(=O)c1ccc2nc(NC(=O)c3ccccc3Cl)sc2c1,4.0%
CC(C)(C)c1ccc(C(=O)NNC(=O)Cc2ccccc2)cc1,0.0%
Cc1cc(C)cc(N=Cc2ccc(C=Nc3cc(C)cc(C)c3)cc2)c1,0.0%
O=c1[nH]c(/C=C/c2cccc(Br)c2)nc2ccccc12,13.0%
Cc1c(Cl)cccc1NC(=O)/C=C/c1ccc(Cl)cc1,15.0%
CCCn1c(NCCO)nc2ccccc21,0.0%
Cc1ccc(Nc2ncnc3sc4c(c23)CCC4)cc1,11.0%
Cc1onc(-c2c(Cl)cccc2Cl)c1C(=O)Nc1ccccc1Br,36.0%
O=C(COc1ccccc1Cl)Nc1nccs1,6.0%
CCOC(=O)C1=C(C)N=c2s/c(=C\c3cccc(OCc4ccccc4Cl)c3)c(=O)n2C1c1ccc(Cl)cc1 (stereo not given),11.0%
CCCOc1ccc(/C=N/N=C/c2ccc(OCCC)cc2)cc1,4.0%
COC(=O)C(Cc1c[nH]c2ccccc12)NC(=O)C(c1ccccc1)c1ccccc1 (stereo not given),9.0%
COc1cc([N+](=O)[O-])ccc1-c1ccc(/C=C2\C(=O)N(c3ccc(S(N)(=O)=O)cc3)N=C2C)o1,53.0%*
CC(=O)C1=C(O)C(=O)N(CCO)C1c1cccc(F)c1 (stereo not given),7.0%
CCOc1cc(C=C2C(=O)N(C)C(=S)N(C)C2=O)cc(Br)c1OCc1ccccc1,23.0%
CC1=C(C(=O)Nc2cc(Cl)ccc2C)C(c2ccc(Br)cc2)NC(=S)N1 (stereo not given),10.0%
COc1ccc(C(NC(=O)c2ccccc2)c2c(O)ccc3ccccc23)cc1OC (stereo not given),21.0%
CCOC(=O)c1c(NC(=O)c2cnccn2)sc2c1CCC(C(C)(C)C)C2 (stereo not given),8.0%
Cc1ccc(-c2nnc(-c3ccc(Br)o3)o2)cc1,4.0%
O=C(N/N=C\c1ccc(Br)o1)c1ccc(Br)cc1,3.0%
Cc1ccc(N(Cc2ccc(C(=O)Nc3ccc(C)c(Cl)c3)cc2)S(C)(=O)=O)cc1C,9.0%
Cc1ccc(/C=C2\CN(C)C/C(=C\c3ccc(C)cc3)C2=O)cc1,12.0%
CCOC(=O)N1CCN(C(=O)CN(c2cc(C)cc(C)c2)S(=O)(=O)c2ccc(C)cc2)CC1,5.0%
Clc1cccc(OCCOc2cccc3cccnc23)c1,18.0%
COc1cc(/C=C2\SC(NC(C)=O)=NC2=O)ccc1Oc1ccc(C(F)(F)F)cc1[N+](=O)[O-],35.0%
O=C(/C=C/c1ccccc1)NC(=S)Nc1ccc(-c2nc3ncccc3o2)cc1,35.0%
O=C(O)c1cc(S(=O)(=O)N(CCO)CCO)ccc1Cl,0.0%
O=C1C2C(c3ccccc3)C=CC(c3ccccc3)C2C(=O)N1Cc1ccc(F)cc1 (stereo not given),10.0%
Fc1cccc(-c2nnc(SCc3ccccc3Cl)n2-c2ccccc2)c1,23.0%
Cc1ccccc1N1C(=O)C2C3C=CC(C3=C3CCCC3)C2C1=O (stereo not given),4.0%
CCOc1ccccc1NC(=O)COc1ccc(Br)cc1,5.0%
Cc1ccc(S(=O)(=O)N=C(Nc2ccccn2)c2ccccc2)cc1,10.0%
O=C(CCN1C(=O)c2cccc([N+](=O)[O-])c2C1=O)NCC1CCCO1 (stereo not given),0.0%
Cc1ccc(NC(=O)C2CC3c4ccccc4C2c2ccccc23)cc1 (stereo not given),0.0%
CCOC(=O)C1=C(C)N=c2s/c(=C\c3ccc(OCc4ccc([N+](=O)[O-])cc4)c(OC)c3)c(=O)n2C1c1ccc(OC)c(OC)c1 (stereo not given),0.0%

Further results follow.
Compound,RNase H inhibition
COc1cc(CN2CCN(Cc3ccc(OC)cc3OC)CC2)cc(OC)c1,9.0%
O=C(Nc1ccc2oc(-c3ccccc3)nc2c1)C(Cl)(Cl)Cl,17.0%
O=C(NC(=S)Nc1cc(-c2nc3ccccc3s2)ccc1Cl)c1ccccc1,37.0%
O=C(COc1ccc2ccccc2c1)NC1C2CC3CC(C2)CC1C3 (stereo not given),9.0%
CCC(C)NC(=O)Nc1cccc(Cl)c1 (stereo not given),12.0%
Cn1c(=O)c(C(=O)NC2CCCCCC2)c(O)c2ccccc21,7.0%
NC(=O)NC(=O)c1nc2ccccc2[nH]c1=O,0.0%
O=C1C(Nc2ccccc2)=CC(c2cccc(F)c2)N1c1ccccc1 (stereo not given),21.0%
Cc1ccc(C(O)(CNCc2ccccc2)c2ccc(Br)cc2)cc1 (stereo not given),6.0%
C=CCSc1nc2sc3c(c2c(=O)n1-c1ccc(OC)cc1)CCC3,20.0%
CCOc1ccccc1/C=C/C(=O)c1cccc(Br)c1,31.0%
Cc1ccc2nc(NC(=O)CSc3ncn[nH]3)sc2c1,9.0%
COc1ccc(-c2cc(C(=O)NCc3ccco3)c3ccccc3n2)cc1,14.0%
CCOCCOC(=O)c1ccc(NC(=O)c2ccc(C)cc2)cc1,14.0%
O=C(c1ccccc1)c1ccc2nc(-c3ccc(NC(=O)c4ccccc4Cl)cc3)[nH]c2c1,8.0%
CCOC(=O)c1ccc(NC(=O)CN(c2ccc(OC)c(Cl)c2)S(=O)(=O)c2ccccc2)cc1,5.0%
Cc1sc2ncn(/N=C/C=C3\N(C)c4ccccc4C3(C)C)c(=O)c2c1C,0.0%
COc1cccc(C=C2C(=O)NC(=O)NC2=O)c1O,8.0%
O=c1c([N+](=O)[O-])c(Nc2ccc(Br)cc2)c2ccccc2n1-c1ccccc1,33.0%&27.0%
O=C1NC(=Nc2cccc(Cl)c2Cl)S/C1=C\c1ccc([N+](=O)[O-])cc1,15.0%
CCCCOc1ccc(/C=C2/C=C(c3ccc4cc(C)ccc4c3)OC2=O)cc1,8.0%
CCC/C(C=C(Cl)Cl)=N/Nc1ccc([N+](=O)[O-])cc1[N+](=O)[O-],19.0%
CCOc1ccccc1OCCCCOc1ccc(Cl)cc1Br,31.0%
Cc1nnc(SCC(=O)NCC(=O)c2ccccc2)s1,5.0%
CCOc1cc(C(=O)Nc2ccc([N+](=O)[O-])cc2)cc(OCC)c1OCC,3.0%
CC(C)(C)NC(=O)c1nn2c(c1Br)NC(c1ccccc1)CC2C(F)(F)F (stereo not given),11.0%
Cc1ccc(O)c(C=Nc2cc(C)on2)c1,5.0%
COc1ccc(OCCOc2ccccc2/C=C2\SC(=S)N(Cc3ccccc3)C2=O)cc1,21.0%
Cc1ccc(N2C(=O)/C(=C/c3ccc(O)c(O)c3)SC2=S)cc1C,12µM*
Nc1nnc(/C=C/c2ccccc2Cl)s1,28.0%
COc1ccc(C)cc1Nc1cc(C)c2ccccc2n1,8.0%
O=S(=O)(c1ccc(Br)cc1)n1nnc2ccccc21,0.0%
Clc1ccccc1COc1ccccc1/C=N/Nc1nc(N2CCCCC2)nc(N2CCCCC2)n1,9.0%
COc1ccc(NC(=O)C2Cc3ccccc3CN2C(=O)OCc2ccccc2)cc1 (stereo not given),6.0%
CCOc1cc(C2Nc3ccccc3NC3=C2C(=O)CC(c2ccccc2)C3)cc(Br)c1O (stereo not given),12.0%
COc1cc(C(=S)N2CCOCC2)cc(Br)c1O,44.0%
C=CCc1ccc(OCCCOc2ccc(C=O)cc2OC)c(OC)c1,34.0%
CCN(CC)CCN1C(=O)C(=O)/C(=C(\O)c2ccc([N+](=O)[O-])cc2)C1c1ccc(F)cc1 (stereo not given),0.0%
Cn1cnnc1SCc1ccc(C(=O)O)cc1,2.0%
COCCN1C(=O)/C(=C\c2ccc(F)cc2)C(C(=O)OC)=C1C,0.0%

Structures above that have two or more sulfur atoms:
Compound,RNase H inhibition
O=C1N=c2ccccc2=C1c1sc(=S)n(NC(=O)c2cccc([N+](=O)[O-])c2)c1O,4.0%
CS(=O)(=O)c1ccc2nc(NC(=O)c3ccccc3Cl)sc2c1,4.0%
O=C(NC(=S)Nc1cc(-c2nc3ccccc3s2)ccc1Cl)c1ccccc1,37.0%
C=CCSc1nc2sc3c(c2c(=O)n1-c1ccc(OC)cc1)CCC3,20.0%
Cc1ccc2nc(NC(=O)CSc3ncn[nH]3)sc2c1,9.0%
Cc1nnc(SCC(=O)NCC(=O)c2ccccc2)s1,5.0%
COc1ccc(OCCOc2ccccc2/C=C2\SC(=S)N(Cc3ccccc3)C2=O)cc1,21.0%
Cc1ccc(N2C(=O)/C(=C/c3ccc(O)c(O)c3)SC2=S)cc1C,12µM*

Other compounds:
Compound,RNase H inhibition
COc1ccc(N(CC(=O)NC(C)(C)C)S(C)(=O)=O)cc1Cl,3.0%
O=C1/C(=C/c2nc3ccccc3c(=O)[nH]2)c2ccccc2N1Cc1ccccc1,21.0%
Cc1ccc(C)c(N=Cc2cccc(O)c2O)c1,17.0%
Cc1cc(-c2ccccc2)nc(N/N=C/c2ccccc2F)n1,0.0%
Cc1ccc(SCCNC(=O)/C=C/c2ccccc2)cc1,7.0%
Cc1cc(C)cc(OCCCNCCO)c1,3.0%
CCOC(=O)c1oc2c(c1C)C(Cl)=C(C=O)CC2,27.0%
O=C(N/N=C/c1ccc(Cl)cc1Cl)Nc1ccccc1,11.0%
O=C(N=Nc1c(O)[nH]c2ccc(Br)cc12)c1cccnc1,5.0%
COc1cc(NS(=O)(=O)c2c(C)ccc3nsnc23)c2ncccc2c1,0.0%
Nc1c(S(=O)(=O)O)cc(S(=O)(=O)O)c2cccc(O)c12,23.0%
COc1ccccc1Nc1nc(-c2ccc(C)cc2)cs1,24.0%
O=C(NC(=S)Nc1ccc2oc(-c3ccc(Cl)cc3)nc2c1)c1ccc(F)cc1,57.0%*
CCOC(=O)c1c[nH]c2c(Cl)cc(Cl)cc2c1=O,3.0%
COc1ccc(N(CC(=O)NCc2ccccn2)S(C)(=O)=O)c(OC)c1,8.0%
COc1cc(-c2nc3ccccn3c2/N=C/c2cccc(Cl)c2Cl)ccc1O,25.0%
CCC(NC(=O)c1ccccc1NC(=O)c1ccc(OC)cc1)C(=O)O (stereo not given),5.0%
COc1ccc(NC(=O)/C(C#N)=C/c2ccc(-c3cc([N+](=O)[O-])ccc3Cl)o2)cc1,19.0%
COc1ccc(OC)c(C2=C/C(=C/c3cccc(OC)c3O)C(=O)O2)c1,19.0%
O=C1Nc2ccc(Br)cc2C1(O)Cc1ccccn1 (stereo not given),3.0%
COc1ccc2c(c1)c(=O)oc1cc(OC/C=C/c3ccccc3)ccc12,7.0%
CCCCNc1c([N+](=O)[O-])c(=O)n(C)c2ccccc12,11.0%
O=C(N/N=C/c1ccco1)c1cc(=O)[nH]c2ccccc12,3.0%
CCCOC(=O)c1c(NC(=O)c2ccc(Br)o2)sc2c1CCCC2,8.0%
CCOc1ccc(NC2=C(Cl)C(=O)N(c3ccc(C)cc3C)C2=O)cc1,0.0%
CCOc1ccccc1/C=N/n1c(C)nnc1-n1nc(C)cc1C,35.0%
COc1ccccc1-c1nc(-c2ccccc2Cl)no1,9.0%
Cn1cc(C(=O)N/N=C/c2ccc(Cl)cc2Cl)ccc1=O,3.0%
O=S(=O)(Nc1ccccc1Cl)c1ccc2c(c1)OCCO2,0.0%
O=C(Cc1ccc(F)cc1F)Nc1ccc(F)cc1F,0.0%

An excerpt; the hit share may differ from the screen's.
